From PubChem
PKM2 activator = qHTS Assay for Activators of Human Muscle isoform 2 Pyruvate Kinase; Pyruvate kinase PKM (Homo sapiens), P14618; purified PKM2, Kinase-Glo ATP luminescence, activation; response scale: 0% is enzyme alone, no compound; 260,000 compounds, 0.34% hits; Potency, µM (titrated, usually from 57.5 µM), inactives show at the top dose activation, most hits filed as activators; further: potency means the concentration at half of the fitted maximal effect; on the % scale 0 is the no-effect control and ±100 the full control effect; nearly all actives have a fitted effect of over 55% in size
Target sequence (P14618 whole entry, looked up, canonical isoform): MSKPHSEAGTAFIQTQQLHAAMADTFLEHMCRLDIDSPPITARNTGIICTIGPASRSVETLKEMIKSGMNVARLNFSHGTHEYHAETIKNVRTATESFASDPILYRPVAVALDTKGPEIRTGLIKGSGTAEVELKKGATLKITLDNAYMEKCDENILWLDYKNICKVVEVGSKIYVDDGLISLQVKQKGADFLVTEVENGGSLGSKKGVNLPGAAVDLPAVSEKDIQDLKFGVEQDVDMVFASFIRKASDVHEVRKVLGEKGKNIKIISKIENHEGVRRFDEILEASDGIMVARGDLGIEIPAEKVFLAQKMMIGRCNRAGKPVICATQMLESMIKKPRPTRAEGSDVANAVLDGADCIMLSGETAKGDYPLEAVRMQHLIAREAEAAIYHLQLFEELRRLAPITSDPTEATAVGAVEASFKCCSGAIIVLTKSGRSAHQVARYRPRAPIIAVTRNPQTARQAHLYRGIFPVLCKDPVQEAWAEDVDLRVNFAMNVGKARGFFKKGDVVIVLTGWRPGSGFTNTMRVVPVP
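hPK-M2, >95% pure; 0.1 mM ADP / 0.5 mM PEP final; imidazole pH7.2 buffer w/ 7 mM MgCl2, 50 mM KCl; 1 h RT; Kinase-Glo lum. Intermediate enzyme activity for dual inhibitor/activator qHTS.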
TRPV1 ag = HTS Assay for Compounds that Act as Agonists of the Vanilloid Receptor 1 | Transient receptor potential cation channel subfamily V member 1 (Homo sapiens), Q8NER1 | TRPV1-expressing cells, Fluo-8 calcium influx, agonist mode | activation, % at 8.33 µM | 320,000 compounds, 0.19% hits | AID 540275, 2011; in the data active means activation above about 80%; inconclusive means between about 30% and that limit; further: 0% is about no effect
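Fluo-8 calcium influx in TRPV1-expressing cells, kinetic read (ex 480/em 520 nm). Compound added and read 3 min for agonist activity, followed by capsaicin at EC20 final and 2 min further read for enhancement.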
FBPA coupling cs = qHTS Assay for Inhibitors of Fructose-1,6-bisphosphate Aldolase from Giardia Lamblia: Coupling assay counterscreen. 290,000 compounds, 0.67% hits. AID 2472, 2010. coupling enzyme system counterscreen, AmpLite Red fluorescence. activity change, negative = inhibition, % at 58.2 µM, hits read low; in the data active means activity change below about -30%; further: on the % scale 0 is the no-effect control and ±100 the full control effect
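First, compound is pin-transferred into glyceraldehyde-3-phosphate coupling-enzyme reagent at 57.5 uM final and held 10 min at RT. Next, substrate, coupling system and AmpLite Red are added. After 20 min RT, fluorescence (525/598 nm) is read.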
GALK inhibitor = qHTS Assay for Inhibitors of Human Galactokinase (GALK). Potency, µM (top dose mostly 57.5 µM), without a hit: at the highest dose activity change, negative = inhibition, actives largely listed as inhibitors. 270,000 compounds, 0.007% hits. Purified GALK, Kinase-Glo residual ATP luminescence. AID 1868, 2009. P51570; further: potency means the concentration at half of the fitted maximal effect; on the % scale 0 is the no-effect control and ±100 the full control effect
Target sequence (P51570 whole entry, looked up): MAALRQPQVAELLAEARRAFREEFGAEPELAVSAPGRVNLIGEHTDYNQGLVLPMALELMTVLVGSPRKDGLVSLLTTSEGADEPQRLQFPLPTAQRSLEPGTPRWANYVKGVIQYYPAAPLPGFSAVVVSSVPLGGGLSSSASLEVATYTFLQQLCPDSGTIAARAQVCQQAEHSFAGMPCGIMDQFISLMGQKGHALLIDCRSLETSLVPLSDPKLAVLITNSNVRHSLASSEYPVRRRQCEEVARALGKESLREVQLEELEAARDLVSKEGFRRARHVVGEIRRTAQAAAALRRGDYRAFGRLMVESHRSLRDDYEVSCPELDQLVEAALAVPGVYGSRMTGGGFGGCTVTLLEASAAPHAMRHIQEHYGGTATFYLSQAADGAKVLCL
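Compounds were pin-transferred into ATP buffer (35 uM final), then GALK plus galactose (5 nM, 100 uM final) was added. After 1 h at room temperature, Kinase-Glo Plus was added and luminescence read after 10 min.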
B2AR arrestin = qHTS assay of beta-arrestin-biased ligands of beta2-adrenergic receptor | Beta-2 adrenergic receptor (Homo sapiens), P07550 | beta-arrestin recruitment to beta2AR, cell-based reporter | Potency, µM (highest dose often 46.1 µM), inactives show at the highest dose activation, most hits filed as activators | 330,000 compounds, 0.02% hits | AID 492947, 2010;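 further: potency means the concentration at half of the fitted maximal effect; 0% = DMSO controls and full agonism = EC100 isoproterenol or metaproterenol; nearly all actives have a fitted effect of over 65% in size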
KCNH2 WT inh = qHTS for Inhibitors of KCHN2 3.1: Wildtype qHTS; Voltage-gated inwardly rectifying potassium channel KCNH2 (Homo sapiens), Q12809; U2OS, BacMam KCNH2, thallium flux FluxOr; stronger effect = lower value; activity change, % at 1.84 µM; 340,000 compounds, 0.37% hits; AID 720551, 2013;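 active means maximum activity change below -70%; inconclusive means maximum activity change between -70% and -50%; inactive means maximum activity change above -50%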; further: on the % scale 0 is the no-effect control and ±100 the full control effect
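U2OS cells were transduced with wild-type KCNH2 virus (2.03 x 10^8 / mL) for 4 h at room temperature, then cultured overnight at 37 C. Thallium flux was read with FluxOr dye. Rate constants were normalized to DMSO controls.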
MLL CXXC-DNA inh = qHTS Fluorescence Polarization Assay for Inhibitors of MLL CXXC domain - DNA interaction; Histone-lysine N-methyltransferase 2A (Homo sapiens), Q03164; Potency, µM (highest dose often 115 µM), for inactives: top-dose activity change, negative = inhibition, hits mostly inhibitors; 290,000 compounds, 0.037% hits; MLL-CXXC / FITC-HOXA9 DNA fluorescence polarization; active means well fitted inhibition curve with a large enough effect in the polarisation, with a control signal flat, not every such curve was filed as active; inconclusive means small, poorly fitted or top-dose-only effect, or effect the other way, or a change in a side signal; inactive means no such curve, though single readings can be large or run the other way; the % refers to the polarisation; further: potency means the concentration at half of the fitted maximal effect
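Purified MLL-CXXC (added from a 7 uM solution) was preincubated 5 min at ambient with pinned compounds in 50 mM Tris-HCl pH 7.5, 50 mM NaCl, 1 mM DTT, 0.05% BSA. Fluorescein-labeled HOX-A9 DNA (50 nM solution) followed, 30 min, then polarization read.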
Giardia kill = Small Molecules that selectively kill Giardia lamblia: qHTS. Giardia lamblia trophozoite viability. activity change, % at 7.66 µM, hits read low. 340,000 compounds, 0.15% hits; in the data active means activity change below about -80%; inconclusive means between about -30% and that limit;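 further: parasites exposed to compound for two days anaerobically before the ATP read; on the % scale 0 is the no-effect control and ±100 the full control effect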
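Luminescent ATP signal served as the viability read-out, measured 15-30 min after adding ATP detection reagent to trophozoites that had been incubated with compounds for 48 hrs at 37 deg C anaerobically at 100 cells/well.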
KCNH2 3.1 inh = qHTS for Inhibitors of KCHN2 3.1: Mutant qHTS; Potassium voltage-gated channel subfamily H member 2, brain isoform KCNH2 3.1 (human); 340,000 compounds, 0.95% hits; U2OS KCNH2 3.1, thallium flux FluxOr; stronger effect = lower value; activity change, % (tested at about 1.8 µM);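 active means maximum activity change below -70%; inconclusive means maximum activity change from -70% to -50%; inactive means maximum activity change above -50%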;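 further: thallium influx rate constant from kinetic fluorescence after stimulation buffer; on the % scale 0 is the no-effect control and ±100 the full control effect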
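We transduce U2OS cells with the mutant 3.1 virus, culture them overnight, load FluxOr with Red40 quencher for 45 min, then add stimulation buffer and read kinetically for 2 min to derive a normalized rate constant.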
USP2a block = qHTS Assay for Inhibitors of Ubiquitin-specific Protease USP2a Using CHOP2 as the Reporter | Potency, µM (top dose mostly 38.3 µM), for inactives: at the highest dose activity change, negative = inhibition, actives largely listed as inhibitors | Ubiquitin carboxyl-terminal hydrolase 2 (Homo sapiens), O75604 | USP2 core, Ub-CHOP2 coupled fluorogenic reporter, 485/531 | 330,000 compounds, 0.01% hits;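 further: potency means the concentration at half of the fitted maximal effect; plate controls were DMSO wells for no effect and full inhibition by NEM control for full effect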
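Deubiquitinase activity read as fluorescence (485/531 nm) after Ub-CHOP2 cleavage activates the enterokinase reporter on its substrate; USP2 core 10nM, Ub-CHOP2 and substrate 25nM each, 30min compound preincubation then 60min RT; data normalized to NEM, curves fitted.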
Menin MLL FP TR = qHTS Assay for Inhibitors Targeting the Menin-MLL Interaction in MLL Related Leukemias: Competition With Texas Red Labeled MLL-derived Mutant Peptide; O00255; Potency, µM (highest dose often 61.6 µM), for the others: top-dose FP activity change, negative = inhibition, most hits filed as inhibitors; 270,000 compounds, 0.23% hits; Menin + Texas Red MLL mutant peptide, fluorescence polarization; active means well fitted inhibition curve with a large enough effect in the polarisation, with a control signal flat, not every such curve was filed as active; inconclusive means small, poorly fitted or top-dose-only effect, or effect the other way, or a change in a side signal; inactive means no such curve, though single readings can be large or run the other way; the % refers to the polarisation; further: potency means the concentration at half of the fitted maximal effect; % of control where 0% means no effect; many of its hits are not listed in these tables
Starred values were filed as active, the others as inactive; [ ] = dose if it differs, or a comment. Unless noted, the call rests on the fitted dose curve; in most records, active means well fitted curve in the direction sought with a large enough effect; inconclusive means small, poorly fitted or top-dose-only effect, or another doubt; inactive means no such curve, though single readings can be large; an effect the other way counts as inactive or inconclusive. Not all compounds are listed. The share of hits here may be higher or lower than overall.

N#Cc1c(Nc2ccccc2)c(C=O)c[nH]c1=O was read as TRPV1 ag 0.3, FBPA coupling cs -1.0, B2AR arrestin 0.0%, KCNH2 WT inh -3.4, MLL CXXC-DNA inh -10.0%, Giardia kill -13.5, KCNH2 3.1 inh 9.5, USP2a block 0.1% and Menin MLL FP TR 8.1%.
CCCOCC(O)CCc1n[nH]c(=S)n1-c1ccccc1 (stereo unspecified) was read as PKM2 activator -6.3%, TRPV1 ag -3.5, FBPA coupling cs -0.1, GALK inhibitor 1.6%, B2AR arrestin -1.2%, KCNH2 WT inh 0.7, MLL CXXC-DNA inh -4.6%, Giardia kill 21.3, KCNH2 3.1 inh -4.2, USP2a block 0.3% and Menin MLL FP TR -1.9%.
For COc1ccccc1NC(=S)N1CCN(c2nc(-c3ccccc3)cs2)CC1 the results were PKM2 activator 0.8%, TRPV1 ag 0.9, FBPA coupling cs 0.2, GALK inhibitor -2.4%, B2AR arrestin -0.6%, KCNH2 WT inh -23.1, MLL CXXC-DNA inh 2.4%, Giardia kill 9.9, KCNH2 3.1 inh 7.1, USP2a block -0.7% and Menin MLL FP TR -13.4%.
`CCOc1ncccc1C(=O)OCC(=O)N1CC(=O)Nc2ccccc21` gave PKM2 activator -7.7%, TRPV1 ag 2.5, FBPA coupling cs -2.2, GALK inhibitor 1.5%, B2AR arrestin -0.2%, KCNH2 WT inh 9.4, MLL CXXC-DNA inh -0.4%, Giardia kill -3.3, KCNH2 3.1 inh 5.0, USP2a block 0.1% and Menin MLL FP TR -18.3%.
For CC1(C)CC(=O)C(C=N)=C(O)C1 the results were PKM2 activator -3.1%, TRPV1 ag -0.2, FBPA coupling cs 2.6, GALK inhibitor 7.0%, B2AR arrestin -0.4%, KCNH2 WT inh 24.7, MLL CXXC-DNA inh 9.0%, Giardia kill 21.8, KCNH2 3.1 inh -0.7, USP2a block 3.3% and Menin MLL FP TR 6.1%.
For Nc1c(N(Cc2ccccc2)C(=O)CCc2ccccc2)c(=O)[nH]c(=O)n1Cc1ccccc1 the results were TRPV1 ag -0.2, B2AR arrestin -0.7%, KCNH2 WT inh 87.4, Giardia kill 2.7, KCNH2 3.1 inh 0.4 and USP2a block -2.9%.
`COc1ccc(NC(=O)CSc2n[nH]c(-c3ccccn3)n2)cc1` gave TRPV1 ag -2.2, FBPA coupling cs -0.8, GALK inhibitor 11.9%, B2AR arrestin -0.2%, KCNH2 WT inh -5.7, MLL CXXC-DNA inh 41.9%[activator], Giardia kill 14.9, KCNH2 3.1 inh 10.1, USP2a block 3.9% and Menin MLL FP TR -5.6%.
O=C(NC(Cc1ccccc1)C(=O)O)/C(=C/c1ccccc1)NC(=O)c1ccc(Br)o1 (stereo unspecified) was read as PKM2 activator 1.2%, TRPV1 ag -0.1, FBPA coupling cs 11.0, GALK inhibitor -0.4%, B2AR arrestin -0.1%, KCNH2 WT inh 9.8, MLL CXXC-DNA inh -16.8%, Giardia kill -5.0, KCNH2 3.1 inh 24.2, USP2a block -1.2% and Menin MLL FP TR -29.2%.
Screening O=C(/C=C/c1ccc(F)cc1)NC(=S)N1CCCCC1c1cccnc1 (stereo unspecified) returned PKM2 activator -5.5%, TRPV1 ag 2.9, FBPA coupling cs 6.1, GALK inhibitor 6.5%, B2AR arrestin -0.6%, KCNH2 WT inh 14.0, MLL CXXC-DNA inh -27.2%, Giardia kill 9.3, KCNH2 3.1 inh -5.4, USP2a block 0.9% and Menin MLL FP TR -11.2%.
For CCc1cc2c(N3CCN(c4nnc(CC)s4)CC3)ncnc2s1 the results were PKM2 activator -21.0%, TRPV1 ag 19.1, FBPA coupling cs 4.7, GALK inhibitor -0.2%, B2AR arrestin -0.2%, KCNH2 WT inh -3.4, MLL CXXC-DNA inh -5.7%, Giardia kill 10.7, KCNH2 3.1 inh 1.5 and USP2a block -0.1%.
`Cc1cccc(-n2nc(C(=O)c3ccco3)cc(-c3nc4ccccc4[nH]3)c2=N)c1` gave PKM2 activator 3.2%, TRPV1 ag inconclusive, FBPA coupling cs -0.8, GALK inhibitor 2.5%, B2AR arrestin 0.0%, KCNH2 WT inh -1.3, MLL CXXC-DNA inh -4.9%, Giardia kill -20.2, KCNH2 3.1 inh inconclusive, USP2a block -1.5% and Menin MLL FP TR -0.1%.
`COc1ccccc1C(=O)N/N=C(\C)CC(=O)Nc1ccc(Nc2ccccc2)cc1` gave TRPV1 ag 2.1, FBPA coupling cs 3.9, GALK inhibitor 2.9%, B2AR arrestin -1.5%, KCNH2 WT inh -17.4, MLL CXXC-DNA inh 4.0%, Giardia kill 9.1, KCNH2 3.1 inh 8.3 and USP2a block 2.6%.
`N#C/C(C(=O)c1ccccc1)=C1/SC=C(N)N1c1ccccc1` gave PKM2 activator -6.9%, TRPV1 ag 7.7, FBPA coupling cs -10.7, GALK inhibitor 0.7%, B2AR arrestin -0.6%, MLL CXXC-DNA inh 88.5%[activator], USP2a block inconclusive and Menin MLL FP TR inconclusive.
`Cc1ccc(N2CCN(c3ccc(NC(=O)CCC(=O)O)cc3)CC2)cc1` gave PKM2 activator -5.2%, TRPV1 ag 1.6, FBPA coupling cs 3.4, GALK inhibitor 1.4%, B2AR arrestin -0.3%, KCNH2 WT inh -0.7, MLL CXXC-DNA inh 2.9%, Giardia kill 5.5, KCNH2 3.1 inh -28.5, USP2a block 1.4% and Menin MLL FP TR 23.6%.
Screening Cc1c(NC(=O)C(=O)N/N=C/c2cccs2)c(=O)n(-c2ccccc2)n1C returned PKM2 activator -0.4%, TRPV1 ag -4.0, FBPA coupling cs 2.8, GALK inhibitor 2.9%, B2AR arrestin -0.3%, KCNH2 WT inh 0.2, MLL CXXC-DNA inh 3.3%, Giardia kill -9.7, KCNH2 3.1 inh 9.6 and USP2a block 0.9%.
Screening COc1ccc(S(=O)(=O)Nc2nc3ccccc3nc2NCc2ccc3c(c2)OCO3)cc1 returned PKM2 activator -10.7%, TRPV1 ag -2.2, FBPA coupling cs 5.1, GALK inhibitor -1.8%, B2AR arrestin -0.2%, KCNH2 WT inh -0.2, MLL CXXC-DNA inh -0.7%, Giardia kill 12.1, KCNH2 3.1 inh 4.5, USP2a block 2.6% and Menin MLL FP TR inconclusive.
CC1=C(Cl)C2=NS(=O)(=O)CCN2C=C1Cl was read as PKM2 activator 7.5%, TRPV1 ag 0.3, FBPA coupling cs -3.5, GALK inhibitor 9.8%, B2AR arrestin 0.2%, KCNH2 WT inh 11.0, MLL CXXC-DNA inh 8.2%, Giardia kill 18.9, KCNH2 3.1 inh 10.0, USP2a block 1.8% and Menin MLL FP TR 2.7%.
`CCOc1cc(/C=N\NC(N)=O)cc(Br)c1OC(C)C` gave PKM2 activator 9.8%, TRPV1 ag 11.3, FBPA coupling cs -3.6, GALK inhibitor 1.2%, B2AR arrestin -0.9%, KCNH2 WT inh 1.5, MLL CXXC-DNA inh -7.2%, Giardia kill 9.9, KCNH2 3.1 inh 0.2, USP2a block 0.2% and Menin MLL FP TR 14.8%.
CCN(CC)CCCNC(=O)c1ccc(Cl)c(S(=O)(=O)Nc2ccccc2OC)c1 was read as PKM2 activator -7.3%, TRPV1 ag -2.0, FBPA coupling cs -1.9, GALK inhibitor 1.3%, B2AR arrestin 0.1%, KCNH2 WT inh 6.6, MLL CXXC-DNA inh 10.1%, Giardia kill -22.5, KCNH2 3.1 inh -8.3, USP2a block -4.4% and Menin MLL FP TR -0.8%.
Screening COC(=O)C1C(=O)C=C(Nc2ccc(F)cc2F)CC1c1ccc(OC)cc1 (stereo unspecified) returned PKM2 activator -2.5%, TRPV1 ag 4.6, FBPA coupling cs 2.2, GALK inhibitor 1.6%, B2AR arrestin 0.0%, KCNH2 WT inh 40.5, MLL CXXC-DNA inh 11.4%, Giardia kill -10.9, KCNH2 3.1 inh 3.2, USP2a block 1.5% and Menin MLL FP TR -5.0%.
